RGS8-Gao reg: regulators of human RGS8-Galphao interaction; P09471; multiplexed bead flow cytometry, RGS8-Galphao binding; actives lie on both sides; response (percent of control binding), % at 10 µM; 220,000 tested, 0.34% active; in the data active = response below about 60% or above about 140%; inactive = in between;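 also: Galphao activated as the GDP aluminium fluoride complex binding bead-coupled RGS8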
Bcl-XL Bim block: inhibitors of Bim-Bcl-XL interaction, human; Q07817; Bim peptide-Bcl-XL binding, bead flow cytometry, fluorescence; inhibition, % at 10 µM; 190,000 tested, 0.04% active; AID 1007
Target sequence (Q07817 whole entry, looked up): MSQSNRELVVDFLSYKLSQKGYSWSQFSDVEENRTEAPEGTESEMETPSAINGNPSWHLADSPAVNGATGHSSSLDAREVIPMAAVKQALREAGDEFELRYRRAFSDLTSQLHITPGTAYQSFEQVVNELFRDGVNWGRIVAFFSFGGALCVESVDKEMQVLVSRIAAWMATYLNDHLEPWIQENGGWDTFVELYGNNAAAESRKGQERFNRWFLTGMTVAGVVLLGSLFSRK
Bcl-B Bim block: disrupts Bim peptide binding to human Bcl-B; Q9HD36; bead-based flow cytometry; inhibition, % at 10 µM; 190,000 tested, 0.073% active;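 also: 0% = tracer peptide without compound and 100% = reference inhibitor peptide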
Target sequence (Q9HD36 whole entry, looked up): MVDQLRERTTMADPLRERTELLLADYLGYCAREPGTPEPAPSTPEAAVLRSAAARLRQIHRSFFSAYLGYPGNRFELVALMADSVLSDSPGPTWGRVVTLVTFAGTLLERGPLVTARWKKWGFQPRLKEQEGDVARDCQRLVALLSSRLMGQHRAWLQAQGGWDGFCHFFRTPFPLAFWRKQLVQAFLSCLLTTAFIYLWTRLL
RGS4-Gao reg: human RGS4-Galphao interaction regulation; Multiplexed bead flow cytometry, RGS4-Galphao binding; actives lie on both sides; binding response (% of control), % at 10 µM; 220,000 tested, 0.33% active; AID 1415; in the data active = binding response below about 49% or above about 150%; inactive = in between;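 also: fluorescent Galphao activated with aluminum fluoride binding bead-coupled RGS4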
Bfl-1 Bim block: human Bim-Bfl-1 interaction inhibition; Bead-based flow cytometry, Bim-Bfl-1 binding inhibition; inhibition, % at 10 µM; 190,000 tested, 0.12% active;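 also: 0% = wells without compound plus tracer and 100% = blocker peptide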
Mcl-1 Bim block: disrupts Bim peptide binding to human Mcl-1; Q07820; Bead-based flow cytometry, Bim peptide-Mcl-1 binding; inhibition, % at 10 µM; 190,000 tested, 0.1% active; AID 1009;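 also: 0% = no compound tracer wells and 100% = peptide blocker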
Target sequence (Q07820 whole entry, looked up): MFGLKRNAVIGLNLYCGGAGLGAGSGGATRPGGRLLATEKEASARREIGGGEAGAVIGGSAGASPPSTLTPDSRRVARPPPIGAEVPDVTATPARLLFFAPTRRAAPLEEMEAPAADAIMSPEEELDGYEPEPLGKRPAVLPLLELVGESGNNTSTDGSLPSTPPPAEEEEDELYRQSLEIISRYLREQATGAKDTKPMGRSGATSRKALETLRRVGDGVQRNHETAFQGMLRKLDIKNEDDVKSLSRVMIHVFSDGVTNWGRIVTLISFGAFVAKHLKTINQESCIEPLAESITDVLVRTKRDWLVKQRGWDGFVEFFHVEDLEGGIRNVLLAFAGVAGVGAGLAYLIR
Mcl1-Bid inh: disrupts binding of human Mcl-1 to Bid peptide; 220,000 tested, 0.97% active; inhibition, % at 21.7 µM; TR-FRET Mcl-1/Bid-Dy647 peptide binding, 1536-well; AID 1021;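 active = compounds that cut the binding signal by more than half at the single screening dose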;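 also: His-tagged Mcl-1 with europium anti-His antibody binding Bid BH3 peptide; 0% = Mcl-1 plus peptide wells and 100% = peptide-only wells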
Bcl-2 Bim block: human Bim-Bcl-2 interaction inhibition; P10415; Bead-based flow cytometry, Bim peptide-Bcl-2 binding; inhibition, % at 10 µM; 190,000 tested, 0.06% active; AID 950; in the data active = inhibition above about 40%; inconclusive = no clear call, values can overlap the other calls;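 also: 0% = no compound wells with probe peptide and 100% = reference peptide inhibitor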
Target sequence (P10415 whole entry, looked up): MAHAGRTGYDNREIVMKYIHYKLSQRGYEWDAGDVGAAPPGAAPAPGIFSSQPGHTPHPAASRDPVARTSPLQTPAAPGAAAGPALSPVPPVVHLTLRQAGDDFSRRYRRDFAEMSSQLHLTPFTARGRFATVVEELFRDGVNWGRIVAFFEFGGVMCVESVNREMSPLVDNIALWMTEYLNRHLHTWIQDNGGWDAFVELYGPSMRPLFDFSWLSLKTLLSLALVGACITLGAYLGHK
GSH fluor: GSH bead compound fluorescence profile; 190,000 tested, 0.25% active; fluorescence (KMESF) at 10 µM; GSH beads flow cytometry, compound fluorescence 488/530 nm; hits give high values; in the data active = fluorescence above about 89;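 also: glutathione beads carrying GST-tagged Bcl family fusion proteins plus one bare bead set; values are compound well signal with DMSO vehicle wells as background; inactives centre near 16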
RGS7-Gao reg: regulators of human RGS7-Galphao interaction; binding response (% of control), % at 10 µM; 220,000 tested, 0.35% active; AID 1439; Multiplexed bead flow cytometry, RGS7-Galphao binding; actives lie on both sides; P09471; in the data active = binding response below about 49% or above about 150%; inconclusive = no clear call, values can overlap the other calls; inactive = in between;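 also: fluorescent Galphao held in activated GDP-AlF4 state binding bead-coupled RGS7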
Bim-Bcl-W: human Bim-Bcl-W interaction inhibition; Q92843; bead-based flow cytometry, Bim peptide-Bcl-W binding; inhibition, % at 10 µM; 190,000 tested, 0.02% active; AID 952;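 also: 0% = bound tracer without compound and 100% = peptide blocker; higher means less fluorescent Bim peptide bound to Bcl-W beads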
Active calls of the source: *; ? = inconclusive; & = joins results of further samples. Rule as the data show it, unless noted: active = inhibition above about 40%.

Order of results – RGS8-Gao reg | Bcl-XL Bim block | Bcl-B Bim block | RGS4-Gao reg | Bfl-1 Bim block | Mcl-1 Bim block | Mcl1-Bid inh | Bcl-2 Bim block | GSH fluor | RGS7-Gao reg | Bim-Bcl-W
> CC[n+]1c(/C=C2\C=C(C)CC(C)C2)sc2ccccc21 (stereo not drawn)
→ 98 | -9 | -22 | 97 | -8 | -7 | -10 | -6 | 29 | 102 | -2
> COc1cccc(NC(=O)COC(=O)CCOc2ccccc2OC)c1
→ 101 | 0 | -1 | 104 | -3 | 0 | -21 | -2 | 10 | 97 | 1
> CC1c2c([nH]c3ccccc23)CCC1C(=O)O (stereo not drawn)
→ 93 | -8 | -7 | 90 | -15 | -3 | -58 | -6 | 12 | 88 | -5
> OCCNCCSc1ccc(Cl)cc1
→ 104 | -2 | -4 | 101 | -3 | 0 | 22 | -3 | 10 | 106 | -1
> C/C(N)=C(/C#N)C(=O)COC(=O)c1ccc(O)cc1
→ 95 | -6 | -3 | 96 | 0 | -5 | -17 | 0 | 15 | 94 | -3
> COc1ccc(-c2ccn(-c3cccc(F)n3)n2)cc1
→ 97 | -2 | -5 | 97 | 2 | -2 | -44 | -1 | 16 | ? | 0
> COCCn1c(SCC(=O)Nc2sc(C)c(C)c2C#N)nnc1-c1ccc(OC)cc1
→ 100 | -5 | -8 | 97 | -4 | 1 | -47 | -5 | 54 | 98 | -2
> CSc1ccccc1NC(=O)CSc1n[nH]c(N)n1
→ 103 | -5 | -3 | 103 | -8 | 2 | -12 | 0 | 11 | 99 | -2
> Clc1ccc(Cn2nc(-c3ccccc3)nc2-c2ccccc2)cc1
→ 107 | 1 | -1 | 107 | 0 | -1 | -9 | 0 | 6 | 107 | 0
> O=C(CN(C(=O)c1ccccc1Cl)N1C(=O)CCCC1=O)c1ccc(Cl)cc1
→ 98 | -7 | 3 | 96 | 3 | 0 | -7 | 4 | 15 | 96 | -1
> COc1ccc(-c2nnc(SCC(=O)NC(=O)NCc3ccco3)o2)cc1
→ 94 | 1 | -3 | 88 | -9 | -1 | -53 | -6 | 49 | 94 | 2
> COC(=O)c1ccc(C2/C(=C(/O)c3ccc(OC)cc3)C(=O)C(=O)N2CC2CCCO2)cc1 (stereo not drawn)
→ 102 | 0 | 1 | 95 | -1 | 0 | -29 | -5 | 15 | 96 | 0
> Cc1sc2ncnc(-n3nnc4ccccc43)c2c1C
→ 101 | -3 | -3 | 98 | -8 | -2 | 0 | -4 | 16 | 100 | 0
> CN(C(=O)c1cc(-n2cnnc2)ccc1Cl)c1ccccc1
→ 103 | 4 | 3 | 101 | 0 | -2 | -17 | 0 | 8 | 101 | 3
> Cc1cccc(-c2noc(CCC(=O)Nc3ccccc3)n2)c1
→ 92 | -14 | -1 | 96 | 0 | -3 | -2 | -1 | 24 | 98 | -2
> CCC(=O)Nc1ccc(Cl)c(NC(=O)c2cccnc2)c1
→ 95 | -4 | -6 | 96 | -16 | -1 | 9 | -7 | 12 | 93 | -2
> CCn1c(CCNC(=O)c2ccccc2Cl)n[nH]c1=S
→ 97 | -3 | -7 | 94 | 0 | -1 | -21 | -1 | 17 | 97 | -1
> CCCCN(CC)CCNC(=O)c1cc2c(=O)[nH]c3ccccc3c2n1C
→ 100 | 0 | 2 | 97 | 0 | 16 | -25 | 0 | 11 | 97 | 0
> COC(=O)c1ccc(NC(=S)NCC2CC2)cc1
→ 98 | -4 | -10 | 98 | -9 | -5 | -72 | -10 | 16 | 93 | -6
> COc1ccc(C2(CNS(=O)(=O)c3ccccc3)CCOCC2)cc1
→ 98 | -4 | -8 | 99 | -8 | 0 | 3 | -6 | 19 | ? | -7
> O=C(COC(=O)[C@H](Cc1c[nH]c2ccccc12)NC(=O)c1cccs1)NCc1ccccc1
→ 100 | -1 | -4 | 102 | -8 | 0 | -7 | 0 | 13 | 101 | 0
> CCCCNc1nc2c(S(=O)(=O)c3ccccc3)nnn2c2ccccc12
→ 101 | -2 | -1 | 98 | -5 | 0 | -160 | -2 | 14 | ? | -2
> CCOc1cc2[nH]c(=S)n(CCC(=O)N3CCc4ccccc4C3)c(=O)c2cc1OCC
→ 100 | -2 | -3 | 100 | 0 | 0 | -15 | -1 | 31 | 103 | 0
> CCOC(=O)CSc1nc(C2CC2)nc2ccccc12
→ 104 | -3 | -6 | 99 | -11 | -2 | -12 | -8 | 14 | 98 | 0
> CSc1nnc(-c2ccccc2Cl)o1
→ 106 | -2 | 0 | 99 | 0 | -1 | -2 | -2 | 7 | 105 | -2
> Cc1ccc(-n2nc(-c3cccnc3)cc2C(=O)N2CCOCC2)c(C)c1
→ 91 | -1 | 4 | 87 | 0 | -1 | -18 | 3 | 23 | 87 | -1
> CC(C)(C)NC(=O)C(OC(=O)c1cccs1)c1ccc(F)cc1 (stereo not drawn)
→ 104 | -5 | -9 | 104 | -12 | -1 | -9 | -3 | 12 | 103 | -4
> Cc1ccc2c(c1)CCCN2C(=O)C1CCCO1 (stereo not drawn)
→ 97 | -2 | -9 | 99 | -11 | 0 | -13 | -8 | 8 | 98 | 0
> O=C(COc1nncc2ccccc12)NCCC1=CCCCC1
→ 100 | -3 | -9 | 100 | -16 | -3 | -5 | -10 | 37 | 99 | -2
> C=CCC(NCc1ccccc1)c1ccco1 (stereo not drawn)
→ 101 | -4 | -4 | 105 | -1 | -5 | -32 | -3 | 27 | 101 | -4
> CN(CC(=O)Nc1ccccn1)S(=O)(=O)c1ccc(Cl)cc1
→ 86 | -1 | 1 | 91 | 3 | 2 | -5 | -1 | 14 | 90 | 0
> CCS(=O)(=O)n1nc(-c2ccc(C)cc2)nc1N
→ 100 | -1 | -3 | 100 | 0 | -2 | -19 | 0 | 19 | 101 | -1
> C/C(=N/O)c1cc(C(C)(C)C)c(O)c(C(C)(C)C)c1
→ 103 | -4 | -9 | 98 | -12 | -2 | -3 | -9 | 10 | 99 | 1
> COC(=O)c1ccccc1NC(NC(=O)c1ccco1)C(=O)c1ccc(C)cc1 (stereo not drawn)
→ 106 | 0 | -10 | 103 | -11 | -2 | 16 | -14 | 33 | 99 | 0
> C[C@H]1C[C@H]2[C@@H]3CCC4=CC(=O)C=C[C@]4(C)[C@@]3(Cl)[C@@H](O)C[C@]2(C)[C@@]1(O)C(=O)CO
→ 118 | -5 | -6 | 105 | 0 | 2 | 2 | 0 | 21 | 103 | 1
> CC1SC(c2ccccc2)N(CC(O)c2ccc([N+](=O)[O-])cc2)C1=O (stereo not drawn)
→ 102 | -4 | -6 | 100 | -5 | -3 | 6 | -3 | 13 | 99 | -2
> CCN1C(=O)C2(C(C#N)=C(N)Oc3c2c(C)nn3-c2ccccc2)c2ccccc21 (stereo not drawn)
→ 100 | -1 | -3 | 101 | -3 | -1 | -9 | -1 | 16 | 101 | 0
> CCC(c1nnnn1C1CCCCC1)N1CCN(C2CCCC2)CC1 (stereo not drawn)
→ 100 | 3 | -12 | 104 | -15 | -4 | 27 | -8 | 29 | 104 | 0
> CC(C)(C)C(=O)Nc1ccc(N2CCCC2)cc1
→ 98 | -2 | -5 | 100 | 0 | -1 | -55 | -2 | 62 | 97 | 2
> COc1ccc(CCNS(=O)(=O)c2ccc3c(c2)n(C)c(=O)c(=O)n3C)cc1OC
→ 98 | -4 | -3 | 96 | -10 | 0 | -10 | -7 | 19 | 98 | 0
> COC(=O)CCCCCc1ccc(C(C)=O)s1
→ 99 | 1 | -4 | 101 | -7 | -1 | -23 | -3 | 8 | 103 | 1
> CC(C)NC(=O)C1CCN(C2CCN(C(=O)c3scc4c3CCCC4)CC2)CC1
→ 97 | -2 | -5 | 96 | -7 | -4 | -12 | -3 | 12 | 91 | -1
> Cc1csc(SCC(=O)Nc2cc(C(C)(C)C)nn2-c2ccccc2)n1
→ 105 | 2 | -9 | 107 | -10 | 1 | -11 | -5 | 30 | 107 | 0
> CCNC(=S)NNC(=O)c1cccnc1
→ 97 | -7 | -10 | 101 | 0 | -6 | -26 | -4 | 12 | 100 | -8
> Cc1ccc(C2=[N+]([O-])C3(CCCCC3=O)N(O)C2(C)C)cc1 (stereo not drawn)
→ 96 | -2 | -8 | 100 | -3 | 0 | -21 | -5 | 12 | 100 | 1
> CC(C#N)Sc1ncnc2sc3c(c12)CCC3 (stereo not drawn)
→ 117 | -8 | 1 | 127 | 1 | 0 | 10 | 0 | 39 | 123 | 1
> O=C(COC(=O)CCC(=O)c1cccs1)NC(=O)c1ccc(OC(F)F)cc1
→ 102 | -2 | -2 | 105 | -6 | 0 | -29 | -1 | 26 | ? | -1
> Cc1c(C(=O)NC2CCCc3ccccc32)oc2ccc(S(=O)(=O)N3CCCCC3)cc12 (stereo not drawn)
→ 125 | -2 | -1 | 110 | 3 | -2 | 6 | 1 | 25 | 103 | -2
> CCCCOCP(=O)(CC)COCCCC
→ 103 | -10 | -11 | 105 | -17 | -6 | -15 | -5 | 35 | 102 | 0
> CC(C)Nc1nc(NC(C)C)nc(SCCOC(=O)Nc2ccc(Cl)cc2Cl)n1
→ 96 | 4 | 1 | 102 | 2 | 2 | 5 | 1 | 25 | 103 | 4
> COc1ccc(-n2nc(C(=O)NCC(=O)NCc3ccc(F)cc3)c3ccccc3c2=O)c(OC)c1
→ 101 | -2 | 0 | 97 | -5 | 2 | 7 | 0 | 23 | 97 | -3
> Cc1cc(C)[n+]2n1C(=O)C(c1ccccc1)=C2[O-]
→ 100&100 | 0&-3 | -3&-4 | 102&97 | -5&0 | -1&-2 | -24&-40 | -4&-3 | 10&10 | ? | 1&-3
> O=C(N/N=C/c1cccs1)/C(=C/c1ccccc1)NC(=O)c1ccccc1
→ 107 | -3 | -3 | 108 | -25 | 0 | -3 | -10 | 10 | 108 | -2
> CC(CC(=O)Nc1ccc2c(c1)OCCO2)c1ccccc1 (stereo not drawn)
→ 99 | 6 | -7 | 96 | -11 | 6 | -8 | -10 | 43 | 94 | 3
> COc1cc(C(=O)NC(C)Cc2cccs2)cc(OC)c1OC (stereo not drawn)
→ 98 | 0 | 0 | 99 | -1 | 1 | -19 | 2 | 16 | 100 | 2
> CCOC(=O)CCn1nc(-c2ccc(C)cc2)c2ccccc2c1=O
→ 105 | 0 | -4 | 103 | -10 | 0 | -23 | -4 | 13 | 103 | -3
> CCCCCCCOc1ccc(OC(=O)c2ccncc2)cc1
→ 101 | -1 | -6 | 101 | -13 | 2 | -10 | -5 | 22 | 99 | 4
> O=S(=O)(Nc1ncn[nH]1)c1ccc(Cl)cc1
→ 99 | -9 | -11 | 100 | -18 | -3 | -9 | -12 | 29 | 100 | -5
> CC(NC(=O)c1ccc(-c2cc(C(F)(F)F)ccc2Cl)o1)c1ccccc1 (stereo not drawn)
→ 98 | -1 | 0 | 96 | -1 | -4 | 2 | -3 | 16 | 96 | 0
> COc1ccc(CCNC(=O)COc2ccc(S(=O)(=O)NCC(C)C)cc2Cl)cc1OC
→ 103 | -6 | -5 | 102 | -4 | -4 | 7 | -6 | 11 | 104 | -3
> Nc1ccc(CN2CCOCC2)cc1
→ 105 | 2 | -2 | 104 | -5 | 3 | -27 | -2 | 8 | 102 | -1

Source: PubChem BioAssay (several laboratories)
